Screening results deposited in PubChem BioAssay by several laboratories.
Rac1 wt GTP bind: alters GTP binding to wildtype human Rac1; P63000; GST-Rac1 beads, fluorescent GTP binding, flow cytometry; actives lie on both sides; 0 = cold GTP competed, 100 = untreated; GTP binding activity (% of control), % at 10 µM; 190,000 tested, 0.27% active; AID 757;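 active means GTP binding activity at least 20 points away from the 100% control level, either lower or higher; inconclusive means compound flagged as likely green fluorescent, judged across all proteins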
HRas wt GTP bind: modulators of GTP binding to human HRas wildtype; P01112; GST-Ras wt beads, Bodipy-FL-GTP binding, flow cytometry; actives lie on both sides; GTP binding activity, % at 10 µM; 190,000 tested, 0.14% active; AID 759;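 active means GTP binding activity at least 20% away from the 100% baseline, either lowered as inhibitor or raised as activator; inconclusive means flagged as likely green fluorescent, judged across all proteins in the well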;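 further: 0% = unlabeled GTP competition control and 100% = no-compound control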
Rab7 wt modul: alters GTP binding to wildtype dog Rab7; AID 758; GTP binding activity (percent of control), % at 10 µM; 190,000 tested, 0.055% active; GST-Rab7 beads, fluorescent GTP binding, flow cytometry; actives lie on both sides; untreated = 100%, excess cold GTP = 0%;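 active means fluorescent GTP binding to Rab7 beads changed by at least 20 points from the 100% baseline, either direction, mostly lower; inconclusive means compound itself probably fluorescent, or too few beads counted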;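 further: median green fluorescence of bound Bodipy-FL-GTP per Rab7 bead population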
Cdc42 wt GTP: human Cdc42 wildtype GTP binding change, either direction; P60953; GST-Cdc42 beads, Bodipy-GTP binding, flow cytometry; actives lie on both sides; 190,000 tested, 0.2% active; AID 761; percent activity (GTP binding), % at 10 µM;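 active means percent activity GTP binding at least 20 points away from the 100% baseline, either down as inhibitor or up as activator; inconclusive means compound flagged as likely green fluorescent from well-wide comparison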;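 further: median bead fluorescence of bound Bodipy-FL-GTP at 100 nM; 0% = excess unlabeled GTP control and 100% = no compound control; below 100% means less GTP binding so inhibitor and above means activator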
Target sequence (P60953 whole entry, looked up): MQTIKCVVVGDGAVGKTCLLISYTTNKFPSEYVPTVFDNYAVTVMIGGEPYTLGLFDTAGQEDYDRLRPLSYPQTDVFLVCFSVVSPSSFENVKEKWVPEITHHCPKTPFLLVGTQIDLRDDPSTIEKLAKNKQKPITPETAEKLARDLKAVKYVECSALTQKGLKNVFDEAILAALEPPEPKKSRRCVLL
Rab2 wt GTP: changes GTP binding to wildtype dog Rab2A, up or down. GST-Rab2 wt beads, Bodipy-GTP binding, flow cytometry. GTP binding activity, % at 10 µM. 190,000 tested, 0.19% active;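 active means GTP binding activity at least 20 points away from 100%, either lowered or raised; inconclusive means signal likely due to the compound's own green fluorescence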;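 further: 0% = beads with excess unlabeled GTP and 100% = no-compound control corrected for plate trend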
Mcl1 Noxa PPI: Mcl-1/Noxa interaction inhibition; Q07820; TR-FRET Mcl-1/Noxa peptide binding, 2 h; inhibition, % at 21.7 µM; 220,000 tested, 1.5% active;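 active means compounds that cut the protein-peptide binding signal by more than 50% relative to plate controls in a single-dose test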;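 further: His-tagged Mcl-1 with rhodamine Noxa BH3 peptide and terbium anti-His antibody; 0% = Mcl-1 plus Noxa peptide wells and 100% = peptide-only wells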
Target sequence (Q07820 whole entry, looked up): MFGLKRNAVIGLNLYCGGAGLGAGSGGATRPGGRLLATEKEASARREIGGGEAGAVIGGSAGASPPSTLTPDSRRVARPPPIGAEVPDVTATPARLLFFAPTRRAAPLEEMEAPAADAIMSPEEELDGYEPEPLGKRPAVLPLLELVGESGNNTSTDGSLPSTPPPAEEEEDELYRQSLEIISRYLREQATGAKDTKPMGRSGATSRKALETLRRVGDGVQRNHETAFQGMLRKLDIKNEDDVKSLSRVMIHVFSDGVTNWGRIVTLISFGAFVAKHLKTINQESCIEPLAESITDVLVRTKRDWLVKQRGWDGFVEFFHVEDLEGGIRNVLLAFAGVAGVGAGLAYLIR
Mcl-1 Bim block: disrupts Bim peptide binding to human Mcl-1. Q07820. Bead-based flow cytometry, Bim peptide-Mcl-1 binding. inhibition, % at 10 µM. 190,000 tested, 0.1% active; in the data active means inhibition above about 40%;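 further: 0% = no compound tracer wells and 100% = peptide blocker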
RGS8-Gao reg: regulators of human RGS8-Galphao interaction; P09471; response (percent of control binding), % at 10 µM; multiplexed bead flow cytometry, RGS8-Galphao binding; actives lie on both sides; 220,000 tested, 0.34% active; in the data active means response below about 60% or above about 140%; inactive means in between;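 further: Galphao activated as the GDP aluminium fluoride complex binding bead-coupled RGS8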
Target sequence (P09471 whole entry, looked up): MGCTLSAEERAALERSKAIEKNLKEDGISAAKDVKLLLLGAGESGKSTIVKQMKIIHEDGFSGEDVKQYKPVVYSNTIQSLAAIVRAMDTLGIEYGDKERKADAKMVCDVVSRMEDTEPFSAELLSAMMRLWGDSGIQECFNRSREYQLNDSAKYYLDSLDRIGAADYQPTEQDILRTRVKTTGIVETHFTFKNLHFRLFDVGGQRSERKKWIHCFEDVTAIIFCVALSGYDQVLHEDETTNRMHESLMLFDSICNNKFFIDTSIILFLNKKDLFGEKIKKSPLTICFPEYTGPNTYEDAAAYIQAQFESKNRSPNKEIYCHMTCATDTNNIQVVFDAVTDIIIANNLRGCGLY
Rac1 mut GTP: modulators of GTP binding to human Rac1 activated mutant; percent activity (GTP binding), % at 10 µM; P63000; GST-Rac1 activated beads, fluorescent GTP binding, flow cytometry; actives lie on both sides; 100% means binding = to untreated wells; 190,000 tested, 0.11% active;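 active means GTP binding at least 20 percentage points away from the 100% baseline, in either direction, so actives lie on both sides; inconclusive means Compound likely fluorescent itself, or too few beads counted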
Pf gametocyte: inhibitors of late stage P. falciparum gametocyte viability; P. falciparum stage V gametocytes, ATP luminescence, 24 h; inhibition, % at 10.9 µM; 150,000 tested, 0.065% active;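 active means inhibition above the mean plus 3 SD of compounds within the control limits, set per campaign, cut at about 38% in these data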;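 further: 0% = DMSO wells and 100% = medium only without gametocytes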
Mcl1 Bid PPI: Mcl-1/Bid interaction inhibition. TR-FRET Mcl-1/Bid-Dy647 peptide binding, 1536-well. Q07820. 220,000 tested, 0.97% active. AID 1021. inhibition, % at 21.7 µM;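 active means compounds that cut the binding signal by more than half at the single screening dose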;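 further: His-tagged Mcl-1 with europium anti-His antibody binding Bid BH3 peptide; 0% = Mcl-1 plus peptide wells and 100% = peptide-only wells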
* = called active by the depositor; ? = inconclusive; nt = no result given.

item	smiles	HRas wt GTP bind	Mcl1 Bid PPI	Rab7 wt modul	Cdc42 wt GTP	Mcl-1 Bim block	Pf gametocyte	Rab2 wt GTP	Rac1 wt GTP bind	Rac1 mut GTP	RGS8-Gao reg	Mcl1 Noxa PPI
1	O=C(CN1CCCC(O)C1)N1c2ccccc2Sc2ccc(C(F)(F)F)cc21 (stereo not given)	102.0	-5.1	103.0	100.0	0.0	11.0	100.0	102.0	98.0	101.3	1.3
2	CCOC(=O)C1=C(c2ccccc2)N=c2s/c(=C\c3ccc(O)cc3)c(=O)n2C1c1cccs1 (stereo not given)	103.0	-51.6	99.0	106.0	-1.0	3.4	104.0	102.0	101.0	96.4	10.4
3	Brc1ccc(CSc2nccn2-c2ccccc2)cc1	101.0	-19.9	100.0	97.0	-1.0	7.2	98.0	101.0	94.0	96.3	-11.3
4	COc1ccc(NC(=O)CSc2nnc(CNC(=O)c3ccco3)n2-c2ccccc2OC)cc1	102.0	-23.8	96.0	103.0	0.0	nt	104.0	103.0	99.0	100.1	9.3
5	CCc1ccc(NC(=O)N(CCOC)C2CCN(C(C)=O)CC2)cc1	97.0	-9.5	93.0	98.0	-5.0	-7.7	95.0	97.0	96.0	87.7	16.5
6	CCOC(=O)N1CCC2(CC1)C(C#N)=C(N)OC1=C2C(=O)CC(C)(C)C1	100.0	-12.8	99.0	98.0	-3.0	nt	96.0	96.0	95.0	101.7	7.2
7	Nc1c(C(=O)NCc2ccco2)nnn1Cc1ccccc1	101.0	-2.4	100.0	103.0	-4.0	-2.4	100.0	102.0	99.0	100.5	-4.8
8	CCOC(=O)C1=C(CS(=O)(=O)c2ccccc2)NC(=O)NC1c1ccccc1OCC (stereo not given)	102.0	-13.0	99.0	101.0	1.0	nt	99.0	103.0	100.0	98.8	-8.3
9	O=C(Nc1nc2ccccc2c2nc3ccccc3n12)c1ccc(F)cc1	101.0	14.6	98.0	101.0	0.0	nt	96.0	104.0	98.0	104.4	-5.5
10	CCC(C)(C(=O)NC1CCCC1)N(C(C)=O)c1ccc(C)cc1 (stereo not given)	98.0	-22.7	98.0	99.0	1.0	nt	97.0	109.0	101.0	98.0	6.0
11	Cc1ccnc(NC(=O)Nc2cccc(F)c2)c1	96.0	-14.4	93.0	95.0	-4.0	-18.9	96.0	96.0	95.0	109.0	8.5
12	Cc1ccc(C(=O)Nc2nnn(C)n2)cc1	101.0	-2.4	99.0	101.0	-1.0	-3.7	100.0	103.0	98.0	89.5	-23.9
13	COc1ccc(CC(=O)N/N=C(/C)c2ccco2)cc1	99.0	-41.0	105.0	97.0	0.0	-4.5	99.0	98.0	96.0	99.9	-10.4
14	COc1ccccc1NS(=O)(=O)c1ccc(C(N)=O)cc1	96.0	-28.6	97.0	100.0	1.0	-5.1	96.0	98.0	98.0	99.5	6.2
15	O=C(/C(=C/O)N=Nc1cccc(C(F)(F)F)c1)c1ccccc1	96.0	-8.9	100.0	97.0	-2.0	12.4	96.0	98.0	95.0	99.9	15.3
16	O=c1c2c(nc3c(-c4ccc(Cl)cc4)c[nH]n13)CCC2	?	-136.1	?	?	17.0	6.0	?	?	?	100.6	-38.2
17	O=C(COC(=O)c1ccc(-c2cnc3ccccc3n2)cc1)c1ccccc1	99.0	-29.9	101.0	102.0	-5.0	-16.7	98.0	100.0	98.0	100.8	-92.1
18	COc1ccc(S(=O)(=O)N(CC(=O)O)c2ccc(C)cc2)cc1	103.0	-16.3	103.0	102.0	-5.0	-5.7	102.0	100.0	97.0	96.6	13.3
19	O=C1CC(N2CCC(c3nc4ccccc4o3)CC2)C(=O)N1c1cc(Cl)cc(Cl)c1 (stereo not given)	100.0	-18.2	100.0	102.0	-2.0	-8.2	102.0	105.0	98.0	99.3	-0.3
20	COc1ccc(C(=O)COC(=O)c2ccc(NC(=O)c3ccccc3)cc2)cc1	101.0	4.8	100.0	101.0	-2.0	9.5	98.0	103.0	100.0	98.7	-32.4
21	CN1CCN(CC(=O)Nc2c(C(=O)C3CC3)oc3ccccc23)CC1	104.0	-12.1	99.0	104.0	0.0	-13.0	101.0	103.0	99.0	104.5	12.2
22	COC(=O)c1ccc(CSc2nc3scc(-c4cccs4)c3c(=O)[nH]2)o1	97.0	-35.6	94.0	98.0	-7.0	-24.0	96.0	99.0	97.0	100.4	7.0
23	Cc1nc(SCc2c(F)cccc2Cl)c2c(=O)n(C)c(=O)n(C)c2n1	96.0	-16.9	100.0	96.0	0.0	nt	96.0	96.0	94.0	100.3	-2.0
24	Cc1nnc(SCc2cc(=O)oc3ccc4ccccc4c23)n1Cc1ccccc1	99.0	71.4*	99.0	102.0	-2.0	nt	100.0	100.0	100.0	98.5	17.1
25	O=c1[nH]c(-c2ccccc2)cs1	101.0	-85.8	103.0	100.0	1.0	12.2	99.0	102.0	101.0	101.6	2.3
26	CCOCCCNCc1cn(-c2ccc(F)cc2F)nc1-c1ccccc1C	100.0	-16.1	100.0	101.0	-2.0	17.8	100.0	101.0	97.0	96.2	18.5
27	COc1ccc(S(=O)(=O)N2CCCC(C(=O)O)C2)cc1 (stereo not given)	100.0	-2.5	100.0	99.0	-5.0	nt	99.0	101.0	100.0	105.6	20.7
28	COc1ccc(CN2C(=O)C3C4C=CC(C4)C3C2=O)cc1 (stereo not given)	104.0	-25.2	105.0	105.0	-2.0	nt	103.0	102.0	102.0	98.2	-6.0
29	O=C(NCCO)/C(=C\c1cccc([N+](=O)[O-])c1)NC(=O)c1ccco1	98.0	-7.0	98.0	102.0	-5.0	0.2	98.0	102.0	99.0	94.0	11.1
30	O=C1C2CCCN2C(c2ccccc2F)N1c1ccc(Cl)cc1 (stereo not given)	100.0	-24.6	103.0	101.0	-5.0	9.4	100.0	104.0	99.0	98.3	7.0

Continuation.
item	smiles	HRas wt GTP bind	Mcl1 Bid PPI	Rab7 wt modul	Cdc42 wt GTP	Mcl-1 Bim block	Pf gametocyte	Rab2 wt GTP	Rac1 wt GTP bind	Rac1 mut GTP	RGS8-Gao reg	Mcl1 Noxa PPI
31	Cc1noc(C)c1C(=O)Nc1cccnc1	103.0	-17.1	103.0	101.0	-3.0	nt	101.0	101.0	101.0	97.1	20.6
32	O=C1CC(c2ccccc2)CC(O)=C1C=NCc1ccncc1 (stereo not given)	98.0	-59.5	104.0	100.0	-2.0	14.9	102.0	99.0	96.0	104.3	7.6
33	CCN(CC)/C(Sc1ccccc1)=C(\C(Cl)=C(Cl)Cl)[N+](=O)[O-]	95.0	-24.2	94.0	95.0	1.0	-5.4	92.0	97.0	93.0	107.4	13.7
34	CCCCCCCCNC(=O)c1cnccn1	98.0	-3.4	101.0	98.0	-25.0	-35.7	96.0	103.0	99.0	110.5	9.5
35	COc1ccccc1N1CCN(S(=O)(=O)c2cccc3nsnc23)CC1	98.0	-30.1	98.0	99.0	-3.0	7.7	100.0	99.0	97.0	113.3	18.8
36	COC(=O)N/N=C/c1ccc(OS(=O)(=O)c2ccc(C)cc2)c(OC)c1	96.0	-9.3	99.0	96.0	-3.0	12.6	95.0	99.0	96.0	103.0	-2.8
37	Cc1cc(C)c(NC(=O)CSc2nccn2C)c(C)c1	100.0	-39.3	100.0	104.0	-3.0	-0.7	100.0	103.0	99.0	104.1	5.9
38	CC(=O)Nc1ccccc1NC(=O)C/C(C)=N/NC(=O)c1ccc([N+](=O)[O-])c(Cl)c1	100.0	6.6	96.0	99.0	-3.0	nt	100.0	104.0	101.0	100.2	3.6
39	CCCN(CCC)S(=O)(=O)c1ccc(NC(=O)Cc2cccs2)cc1	103.0	-30.3	104.0	104.0	-8.0	-18.3	98.0	104.0	94.0	98.8	24.8
40	COC(=O)C1(C)NC(c2ccco2)C2C(=O)N(c3ccc(F)cc3)C(=O)C21 (stereo not given)	98.0	-46.9	105.0	95.0	1.0	-20.9	97.0	99.0	97.0	95.7	0.0
41	C#Cc1ccc(CN2CCN(Cc3ccsc3)C(CCO)C2)cc1 (stereo not given)	95.0	-20.7	102.0	94.0	8.0	11.5	98.0	99.0	96.0	106.1	-0.1
42	O=C(c1ccc(F)cc1)c1ccc(N2CCCC2)cc1	106.0	-46.2	107.0	105.0	1.0	nt	104.0	103.0	100.0	98.4	5.5
43	O=C(c1ccc(F)cc1)C1CCN(C(=O)Nc2ccccc2Cl)CC1	99.0	-28.6	96.0	96.0	-1.0	nt	97.0	101.0	98.0	107.6	10.8
44	Cc1cc(/C=C(\C#N)C(=O)O)c(C)n1CC1CCCO1 (stereo not given)	98.0	-29.6	95.0	98.0	0.0	nt	98.0	98.0	98.0	99.6	2.1
45	Cn1ncc(Cl)c1C(=O)Nc1cccnc1	102.0	-13.4	103.0	102.0	0.0	nt	103.0	101.0	97.0	100.2	-11.2
46	Cc1nc2cc(C(F)(F)F)ccc2n1C1CCN(C(=O)N2CCOCC2)CC1	100.0	-1.9	97.0	101.0	0.0	nt	102.0	108.0	100.0	102.2	-4.0
47	Cc1ccc(C(=O)Nc2ccc3cn[nH]c3c2)cc1S(=O)(=O)N1CCCCC1	94.0	-10.0	98.0	94.0	0.0	3.8	96.0	94.0	97.0	100.1	3.1
48	CCCCN(C(=O)CSc1cc(C)c2ccccc2n1)c1c(N)n(Cc2ccccc2)c(=O)[nH]c1=O	?	-13.7	?	?	-4.0	20.7	?	?	?	102.0	25.0
49	CC(c1nnc(SCC(=O)c2c(N)n(C)c(=O)n(C)c2=O)n1-c1ccc(Cl)cc1)N(C)C (stereo not given)	100.0	-11.2	99.0	100.0	0.0	22.9	97.0	102.0	97.0	95.1	-0.3
50	Cc1ccc(SC(c2ccccc2)C(Cn2cncn2)C(=O)c2ccccc2)cc1 (stereo not given)	102.0	29.1	104.0	97.0	1.0	nt	101.0	107.0	97.0	98.1	-62.1
51	O=C(Nc1nc2ccc(S(=O)(=O)N3CCCCC3)cc2s1)C1CCCO1 (stereo not given)	98.0	-5.7	100.0	95.0	0.0	-38.2	95.0	95.0	95.0	99.2	1.7
52	COc1cccc2sc(NNC(=O)C3COc4ccccc4O3)nc12 (stereo not given)	98.0	-57.1	100.0	98.0	0.0	0.1	96.0	99.0	95.0	100.3	-33.4
53	COc1ccc(/C(C)=N/N2C(=O)c3ccccc3NC2c2ccc(O)c(OC)c2)cc1 (stereo not given)	96.0	-18.4	97.0	94.0	-1.0	nt	97.0	98.0	96.0	102.7	-6.9
54	Cc1c(Br)c([N+](=O)[O-])nn1CC(=O)N1CCc2ccccc21	101.0	-32.1	103.0	98.0	1.0	-12.2	101.0	103.0	96.0	104.2	-1.6
